Assay outcomes deposited in PubChem by National Center for Advancing Translational Sciences (NCATS).
Sm TGR block: blocks Schistosoma mansoni thioredoxin glutathione reductase | AID 485364 | hit rate 3% among 360,000 | Q962Y6 | Potency, µM (titrated, usually from 114 µM), for the others: at the highest dose activity change, negative = inhibition, usual class: inhibitors | purified TGR, DTNB reduction, TNB absorbance 405 nm; further: potency means the concentration at half of the fitted maximal effect; nearly all actives have a fitted effect of over 60% in size
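Kinetic colorimetric format: TGR-catalysed, NADPH-driven DTNB reduction monitored via TNB absorbance. Enzyme dispensed at 20 nM; compound exposure 15 min at room temperature before reaction start.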
Tb PYK inh: T. brucei pyruvate kinase inhibition | Q57TT1 | TbPYK enzyme, Kinase-Glo Plus ATP luminescence, 45 min | Potency, µM (top dose mostly 76.8 µM), for inactives: top-dose activity, negative = inhibition, most hits filed as inhibitors | hit rate 0.12% among 410,000 | AID 624173; further: potency means the concentration at half of the fitted maximal effect; nearly all actives have a fitted effect of over 50% in size
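In this concentration-response screen, enzyme-free wells defined baseline while DMSO plates tracked drift. Each reaction combined TbPYK, substrate, compound and 130 uM ADP for 45 min at room temperature. Kinase-Glo Plus luminescence gave the signal.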
AmpC no deterg: inhibitors of E. coli AmpC beta-lactamase without detergent. P00811. AmpC nitrocefin hydrolysis, absorbance 480 nm, 0.0001% Triton. Potency, µM (series often up to 57.1 µM), for inactives: top-dose activity change, negative = inhibition, usual class: inhibitors. hit rate 0.52% among 330,000;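 further: potency means the concentration at half of the fitted maximal effect; plate controls were no compound for no effect and no enzyme for full effect; nearly all actives have a fitted effect of over 20% in size; some results filed as inactive show a strong effect at the top dose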
Target sequence (P00811 whole entry, looked up): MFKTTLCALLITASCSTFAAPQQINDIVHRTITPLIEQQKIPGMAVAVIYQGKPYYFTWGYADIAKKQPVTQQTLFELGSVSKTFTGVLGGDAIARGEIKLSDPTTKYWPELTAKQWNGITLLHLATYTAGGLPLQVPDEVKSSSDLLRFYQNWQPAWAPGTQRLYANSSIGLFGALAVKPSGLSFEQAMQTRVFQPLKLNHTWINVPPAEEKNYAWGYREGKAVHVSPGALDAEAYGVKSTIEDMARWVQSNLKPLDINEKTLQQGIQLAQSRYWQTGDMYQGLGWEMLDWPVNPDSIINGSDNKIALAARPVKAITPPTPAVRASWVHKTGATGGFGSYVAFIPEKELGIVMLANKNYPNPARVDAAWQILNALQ
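AmpC (5.3 nM in the dispensed reagent) in 20 mM phosphate pH 7.0 with 0.01% (detergent screen) or 0.0001% Triton X-100 was preincubated with compounds for 15 min at room temperature. Nitrocefin was then added from an 800 uM solution, and hydrolysis was followed at 480 nm.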
HCMV inh: human cytomegalovirus inhibition; AID 1259415; hit rate 4.5% among 410,000; activity change, negative = inhibition, % at 57.5 µM; HFF cells, HCMV-luciferase reporter, 72 h; hits give low values; in the data active means activity change below about -60%; inconclusive means no clear call, values can overlap the other calls; inactive means above about -39%
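After 16 h attachment at 37C, HFF cells received test compound and HCMV-luciferase (1 PFU/cell); reporter luminescence read 72 h later, data normalized against buffer-only and known inhibitor Salinomycin.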
AMA1 RON2 block: inhibitors of Plasmodium falciparum AMA1-RON2 interaction; Potency, µM (doses to about 58.2 µM), without a hit: at the highest dose activity change, negative = inhibition, usual class: inhibitors; AlphaScreen AMA1-biotinylated RON2 peptide binding; hit rate 0.2% among 360,000;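 further: potency means the concentration at half of the fitted maximal effect; 0% = vehicle wells and -100% = peptide control; nearly all actives have a fitted effect of over 45% in size; some results filed as inactive show a strong effect at the top dose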
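AMA1 (3D7) with his tag at 25 nM final met compounds first, then biotinylated RON2 peptide at 25 nM; detection used donor plus acceptor beads, 10 µg/mL apiece, read by AlphaScreen after 30 min at room temperature.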
LmPK inh: LmPK (Leishmania mexicana) enzyme inhibition | hit rate 0.37% among 290,000 | Potency, µM (highest dose often 57.5 µM), inactives show at the top dose activity change, negative = inhibition, usual class: inhibitors | purified LmPK, Kinase-Glo ATP luminescence, 1 h | Q27686 | AID 1721; further: potency means the concentration at half of the fitted maximal effect
Target sequence (Q27686 whole entry, looked up): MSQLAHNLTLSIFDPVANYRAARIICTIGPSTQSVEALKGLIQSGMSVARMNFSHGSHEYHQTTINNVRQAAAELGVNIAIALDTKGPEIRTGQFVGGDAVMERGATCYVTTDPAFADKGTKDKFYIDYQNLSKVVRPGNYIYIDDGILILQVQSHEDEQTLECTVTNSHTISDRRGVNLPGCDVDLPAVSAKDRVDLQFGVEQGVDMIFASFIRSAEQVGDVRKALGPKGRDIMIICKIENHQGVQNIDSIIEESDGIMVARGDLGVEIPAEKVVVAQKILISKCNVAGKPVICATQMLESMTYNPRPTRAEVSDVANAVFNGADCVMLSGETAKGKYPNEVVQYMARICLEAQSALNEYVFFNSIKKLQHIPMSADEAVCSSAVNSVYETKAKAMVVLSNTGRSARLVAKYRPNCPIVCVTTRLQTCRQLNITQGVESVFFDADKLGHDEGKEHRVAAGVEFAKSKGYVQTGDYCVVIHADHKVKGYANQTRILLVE
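In 50 mM imidazole pH 7.2 with 7 mM MgCl2, LmPK (0.1 nM) turned over PEP (0.5 mM) and ADP (0.1 mM) for 1 h at room temperature. Luciferase read-out of ATP.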
AmpC inh detg: AmpC beta-lactamase inhibition with detergent present | AID 485294 | Potency, µM (doses to about 114 µM), inactives show top-dose activity change, negative = inhibition, actives largely listed as inhibitors | hit rate 0.041% among 370,000 | AmpC hydrolysis of nitrocefin, absorbance 480 nm, 0.01% Triton | P00811;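 further: potency means the concentration at half of the fitted maximal effect; 0% = no-compound wells and -100% = no-enzyme wells; nearly all actives have a fitted effect of over 25% in size; some results filed as inactive show a strong effect at the top dose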
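20 mM phosphate pH 7.0 + 0.01% (detergent screen) or 0.0001% Triton X-100; 5.3 nM AmpC reagent; cpd preinc 15 min RT; nitrocefin (800 uM stock) to start; A480 q20 s × 4 min; Activity was normalised to no-enzyme and no-compound control wells.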
* marks the source's active call; other numbers are inactive results; u = inconclusive; x = not tested or not shown; & = joins results of further samples; [ ] = remark or other dose. Unless noted, the call rests on the fitted dose curve; in most records, active means well fitted curve in the direction sought with a large enough effect; inconclusive means small, poorly fitted or top-dose-only effect, or another doubt; inactive means no such curve, though single readings can be large; an effect the other way counts as inactive or inconclusive. Unless noted, on the % scale 0 is the no-effect control and ±100 the full control effect. Rows were taken by chance; overall some 7.4% were active at least once.

SMILES	Sm TGR block	Tb PYK inh	AmpC no deterg	HCMV inh	AMA1 RON2 block	LmPK inh	AmpC inh detg
Cc1nc([N+](=O)[O-])cn1CC(O)c1ccc(Cl)cc1 (stereo not given)	-1%	-3%	-6%	12	-7%	5%	u
CSc1ccccc1C(=O)N1CCN(c2ccc(F)cc2)CC1	0%	-6%	5%	14	-4%	-1%	u
CC[C@H](C)C(=O)O[C@H]1CCC=C2C=C[C@H](C)[C@H](CC[C@@H]3C[C@@H](O)CC(=O)O3)[C@H]21	4%&0%	-3%	220%[activator]	u	4%	9%&-2%	-10%&-9%
Clc1ccc2nc(N3CCNCC3)nc(-c3ccccc3)c2c1	-6%	-1%	63%[activator]	u	21%	-1%	-1%
CCCCN1C(=O)C2Cc3c([nH]c4ccccc34)CN2C1=S (stereo not given)	u	-4%	-41%	-38	2%	-1%[11.5 µM]	0%
COc1cccc(/C=N/n2c(-c3cc(C)[nH]n3)n[nH]c2=S)c1	28%	u	-30%	50	57%[activator]	4%	-1%
Cc1c(-c2ccc(Br)cc2)nc2ccccn12	-2%	0%	-9%	119	-10%	u	-8%
O=C(NNC(=O)c1cc([N+](=O)[O-])ccc1Cl)c1cccs1	-23%	1%	-20%	35	68%[activator]	1%	-8%
Cc1cc(/C=C(\C#N)C(=O)NCc2ccco2)c(C)[nH]1	u	6%	-13%	80	-5%	6%	5%
CCCCc1nnc(NC(=O)C23CC4CC(CC(NC(C)=O)(C4)C2)C3)s1	-10%	1%	20%	73	-3%	-9%	-2%
CCOc1ccc(NS(=O)(=O)c2ccc3[nH]cc(C(=O)N4CCCC4)c(=O)c3c2)cc1	-7%	1%	x	5	x	x	1%
O=C(NCCc1ccccc1)c1n[nH]c(=O)c2ccccc12	0%	1%	-47%	27	8%	7%	-2%
CC(=O)c1sc(NC(=O)C2CC(=O)N(Cc3ccco3)C2)nc1-c1ccccc1 (stereo not given)	-17%	-6%	43%	-14	-18%	x	-14%
OCC[C@@H]1C[C@H](O)[C@@H](O)[C@]2(CCCc3ccccc3O2)O1	5%	-11%	-19%	1	12%	-3%	0%
O=C(CSc1nnnn1-c1cccc(F)c1)NC1CCCCC1	3%	10%	-44%	-23	6%[11.6 µM]	x	-3%
Brc1ccc(-c2nc(-c3ccccc3)no2)o1	0%	1%	-21%	79	0%	u	-1%
CCCCCOc1ccc(Cl)cc1CN1CCOCC1	-23%	5%	56%	4	u	8%	u
C=CCOc1ccccc1CN1CCCCCC1	11%	12%	-12%	-34	3%	-1%	u
CCN(CC)S(=O)(=O)c1ccc(N2CC(C(=O)NCc3ccco3)CC2=O)cc1 (stereo not given)	x	-2%	x	-9	0%	x	x
O=S(=O)(NN=C1CCCCC1)c1ccccc1	u	-5%	-16%	37	7%	6%	1%
O=C(/C=C/c1ccccc1Cl)Nc1ccc(Cl)cn1	1%	3%	11%	-31	15%	13%	3%
CCc1c(C(=O)N2CCCN(C)CC2)csc1C	u	3%	-1%	3	19%	0%	2%
COc1ccc(C(=O)NC(=S)N2CCOCC2)cc1Br	-24%	u	-13%	29	78%[activator]	1%	0%
COc1ccc(COCC(O)CN(Cc2ccccc2)C(C)C)cc1OC (stereo not given)	u	4%	7%	-16	3%	5%	-11%
O=C(CSc1nnc(-c2ccco2)o1)c1ccc(O)cc1O	-17%	-1%	-14%	1	-3%	-3%	7%
CC(=O)N/C(=C\c1ccccc1)C(=O)OCC(=O)NC1CCCC1	-1%	1%	-8%	-16	5%	0%	3%
CC(=O)c1ccc(-c2nnc(CCC(=O)N(C)Cc3cnc4ccccn34)o2)s1	-14%	-5%	-1%	-2	-1%	4%	-2%
CN(CC(=O)Nc1ccc(Cl)cc1)C1=NS(=O)(=O)c2ccccc21	-12%	0%	-10%	u	-1%	x	-14%
CC1C(=O)N(Cc2cn(Cc3ccco3)nn2)CCS(=O)(=O)N1Cc1ccc(-c2cccc(CO)c2)cc1 (stereo not given)	x	-1%	x	-19	-1%	x	x
CC(C)C(=O)Nc1cccc(NC(=O)c2ccc(Cl)cc2Cl)c1	4%	-8%	-17%	u	-4%[2.32 µM]	2%	-5%
O=C(NN1C(=O)c2ccccc2C1=O)C1CC2CCC1C2 (stereo not given)	-8%	-5%	-9%	u	13%[11.6 µM]	-1%	-6%
c1ccc(-c2ccccc2OCCn2cncn2)cc1	-3%	-2%	1%	10	18%	0%	5%
Cc1cccc(NC(=O)CSc2nnc(CNC(=O)c3cccc(C)c3)n2-c2ccccc2)c1	7%	-1%	x	u	x	x	20%
O=C1CC(SCCO)C(=O)N1c1ccccc1 (stereo not given)	-5%	-3%	-20%	3	-4%	-14%	0%
Cc1cccc(CNC(=O)C2CCC(=O)N(Cc3ccccc3F)C2)n1 (stereo not given)	-1%	-7%	5%	-38	0%	1%	1%
CC(=O)Nc1ccc(Cc2ccncc2)cc1	3%	1%	-8%	85	3%	0%	2%
CCCn1nnnc1SCC(=O)NCc1ccccc1	0%	3%	-8%	-2	-16%	2%	-10%
CCCn1c(SCC(=O)Nc2ccc(NC(=O)CC)cc2)nc2c1c(=O)n(C)c(=O)n2C	1%	5%	-3%	1	4%	2%	-9%
CC(C)CC(N)c1csc(NC(=O)c2cc(C(C)(C)C)nn2Cc2ccccc2)n1 (stereo not given)	x	-1%	x	-96*	89%[activator]	x	x
O=C(NC1=NCCS1)C1CC(=O)N(c2ccc(Cl)cc2)C1 (stereo not given)	14%	-5%	-12%	15	0%	-3%	-6%
O=C(CNS(=O)(=O)/C=C/c1ccccc1)OCC(=O)N1CCC(Cc2ccccc2)CC1	-5%	2%	35%	15	6%	2%	-1%
COc1ccc(/C=C/C(=O)NC(=S)NNC(=O)c2ccco2)cc1	4%	-17%	-36%	63	-6%	-1%	-14%
CCOC(=O)CCn1cc(F)c(=O)n(Cc2ccccc2)c1=O	13%	3%	-20%	14	1%	10%	9%
COCCN(C(=O)c1ccc(OC2CCN(S(=O)(=O)N(C)C)CC2)cc1)C(C)C	0%	1%	85%[activator]	37	4%	3%	7%
Cc1ccc(C)c(NC(=O)c2ccc(=O)n(Cc3ccc(F)cc3)c2)c1	0%	2%	x	-5	x	x	3%
O=C(Cc1ccc(F)cc1)N[C@@H]1c2ccccc2CC[C@H]1OCc1ccccc1	x	4%	-20%	0	-8%	x	x
COc1ccc(Cn2nnnc2C(C(C)C)N(Cc2ccco2)Cc2cccs2)cc1 (stereo not given)	-31%	6%	-18%	-14	-6%	3%	-1%
NC(c1ccccc1)c1ccncc1 (stereo not given)	12%	3%	0%	22	0%	-3%	-3%
O=C(CC(SCCO)c1ccc([N+](=O)[O-])cc1)c1ccco1 (stereo not given)	-20%	1%	-27%	2	12%	3%	-8%
COCC(=O)Nc1ccc2c(c1)OCO2	7%[57.1 µM]	5%	9%	-26	-2%	-3%	-3%
CCOC(=O)c1sc(NC(=S)NC(=O)CC(C)C)cc1C	-4%	-8%	-24%	33	17%	2%	0%
OC(CN1CCCCC1)c1ccc2c3c(cccc13)CC2 (stereo not given)	x	1%	x	-5	-9%	x	x
CCC(C)NC(=O)c1cccc(OCc2c(C)noc2C)c1 (stereo not given)	16%	6%	-13%	13	32%[activator]	1%	-4%
Cc1ccc(N2C(=O)N(CC(=O)Nc3ccc(C)cc3C)C(=O)C2C)cc1 (stereo not given)	2%	0%	-2%	19	-2%	1%	-6%
CCN(c1cccc2ccccc12)S(=O)(=O)c1ccc(Cl)nc1	6%	0%	-20%	0	-2%	3%	-4%
CCOc1ccccc1CNC(=O)Cn1c(=O)c2cccn2c2ccc(F)cc21	-5%	1%	x	13	x	x	25%
CCOP(=O)(OCC)/C(C#N)=C/c1ccc(Br)cc1	-1%	-2%	108%[activator]	34	3%	4%	2%
CC(=O)C1=C(C)N(CC2CC2)C(=O)N[C@H]1c1cccs1	-4%	2%	-13%	x	5%	4%	u
CCOc1ccc(N(C)S(=O)(=O)c2ccc(C)c(C(=O)NCc3cccs3)c2)cc1	5%	-3%	-36%	-1	-1%	x	8%
CCCCCCOc1ccc(C(CC(=O)NC)C(=O)O)cc1 (stereo not given)	x	-4%	-13%	-20	-5%	-4%	-5%

A different layout for some results above:
structure | Sm TGR block | Tb PYK inh | AmpC no deterg | HCMV inh | AMA1 RON2 block | LmPK inh | AmpC inh detg
CCc1c(C(=O)N2CCCN(C)CC2)csc1C | u | 3% | -1% | 3 | 19% | 0% | 2%
CCN(CC)S(=O)(=O)c1ccc(N2CC(C(=O)NCc3ccco3)CC2=O)cc1 (stereo not given) | x | -2% | x | -9 | 0% | x | x
CC(=O)N/C(=C\c1ccccc1)C(=O)OCC(=O)NC1CCCC1 | -1% | 1% | -8% | -16 | 5% | 0% | 3%
CC(C)CC(N)c1csc(NC(=O)c2cc(C(C)(C)C)nn2Cc2ccccc2)n1 (stereo not given) | x | -1% | x | -96* | 89%[activator] | x | x

The results go on.
SMILES	Sm TGR block	Tb PYK inh	AmpC no deterg	HCMV inh	AMA1 RON2 block	LmPK inh	AmpC inh detg
CN(C(=O)C1CCCCC1)C1CCS(=O)(=O)C1 (stereo not given)	7%	3%	-11%	17	-2%	x	6%
Cc1nn(C)c(Nc2ccc(Br)cc2)c1Br	-1%	6%	0%	-83*	-8%	3%	u
CC1CCc2c(sc(NC(=O)c3ccccc3)c2C(=O)Nc2ccccc2)C1 (stereo not given)	2%	-19%	x	5	x	x	7%
CCOc1cccc(/C=C/c2ccc3cccc(O)c3n2)c1O	4%	-2%	-34%	-100*	77%[activator]	1%	-10%
CCCN1CCc2[nH]c(=S)[nH]c(=O)c2C1	-2%	-17%	0%	45	4%	0%	u
CCOC(=O)c1ccc(OCCOc2ccccc2C)cc1	0%	3%	-17%	62	126%[activator]	9%	3%
C=CCN1C(=O)C(CC(=O)O)S/C1=N/N=C/c1ccc(N(CC)CC)cc1 (stereo not given)	-25%	2%	-1%	0	4%	x	-8%

Single entries from the list:
CCCn1nnnc1SCC(=O)NCc1ccccc1 in LmPK inh reads 2%
Brc1ccc(-c2nc(-c3ccccc3)no2)o1 in Sm TGR block reads 0%
CC1CCc2c(sc(NC(=O)c3ccccc3)c2C(=O)Nc2ccccc2)C1 (stereo not given) in HCMV inh reads 5
CSc1ccccc1C(=O)N1CCN(c2ccc(F)cc2)CC1 in AMA1 RON2 block reads -4%
O=C(NCCc1ccccc1)c1n[nH]c(=O)c2ccccc12 in AmpC inh detg reads -2%
